Screening results from PubChem BioAssay.
CatB mixtures: human cathepsin B inhibition by mixtures; P07858; Purified cathepsin B, AMC dipeptide fluorescence, compound mixtures; inhibition, %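 (ten-compound pools at 5 µM per compound and 50 µM total)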; 62,000 tested, 0.06% active; in the data active = inhibition above about 22%, passing the limit was not always enough;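 also: 0% = enzyme without compound and 100% = no enzyme blank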
FXIIa mix inh: blocks human factor XIIa in pooled compound mixtures; inhibition, % at 5 µM; P00748; purified FXIIa, fluorogenic substrate; AID 684; 62,000 tested, 0.2% active;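 also: 0% = enzyme without compound and 100% = no enzyme blank; some results filed as inactive read as strong as hits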
CatB block: inhibitors of human cathepsin B | P07858 | purified cathepsin B, fluorogenic substrate, fluorescence | inhibition, %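 (tested at 10 µM)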 | 63,000 tested, 0.1% active; in the data active = inhibition above about 21%;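 also: 0% = enzyme with no compound and 100% = no enzyme blank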
CatS block: inhibitors of human cathepsin S. AID 501. P25774. recombinant cathepsin S, AMC dipeptide fluorescence, pooled mixtures. inhibition, %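 (tested at 5 µM per compound within 10-compound mixtures)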. 62,000 tested, 0.06% active; in the data active = inhibition above about 32%, passing the limit was not always enough;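 also: 0% = enzyme without compound and 100% = blank without enzyme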
Target sequence (P25774 115-331 limits assumed): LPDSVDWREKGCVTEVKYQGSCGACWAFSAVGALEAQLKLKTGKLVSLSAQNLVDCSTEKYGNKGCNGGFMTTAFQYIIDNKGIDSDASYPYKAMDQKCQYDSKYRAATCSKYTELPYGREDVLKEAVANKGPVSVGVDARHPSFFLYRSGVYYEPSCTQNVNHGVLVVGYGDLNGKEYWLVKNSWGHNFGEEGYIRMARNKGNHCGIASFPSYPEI
Cathepsin G inh: cathepsin G (human) inhibition; AID 581; inhibition, % at 5 µM (by protocol); P08311; 62,000 tested, 0.2% active; purified enzyme, AMC-tetrapeptide fluorescence, pooled mixtures;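 active = inhibition above 20% in each of the two mixture wells holding the compound; inactive = inhibition of 20% or less in either well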;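 also: 0% = enzyme control without mixture and 100% = blank lacking enzyme; strong numbers were not always called active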
Target sequence (P08311 21-244 limits assumed): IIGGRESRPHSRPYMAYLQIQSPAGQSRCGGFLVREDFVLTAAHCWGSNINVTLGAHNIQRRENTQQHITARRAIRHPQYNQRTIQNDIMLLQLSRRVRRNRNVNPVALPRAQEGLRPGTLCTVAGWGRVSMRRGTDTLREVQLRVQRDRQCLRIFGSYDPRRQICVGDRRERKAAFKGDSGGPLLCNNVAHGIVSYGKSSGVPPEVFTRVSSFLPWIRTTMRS
CatL block: blocks human cathepsin L protease activity. purified cathepsin L, fluorogenic substrate, fluorescence. 58,000 tested, 0.17% active. P07711. inhibition, %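 (tested at 10 µM)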; in the data active = inhibition above about 45%;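 also: 0% = enzyme with no compound and 100% = no enzyme blank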
FXIa inh mix: blocks human factor XIa in pooled compound mixtures; purified FXIa, fluorogenic substrate; AID 680; 62,000 tested, 0.19% active; inhibition, % at 5 µM; P03951;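 also: each value is inhibition by a whole ten-compound pool holding the compound; 0% = enzyme with no mixture and 100% = wells lacking enzyme; strong numbers were not always called active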
Target sequence (P03951 19-387 limits assumed): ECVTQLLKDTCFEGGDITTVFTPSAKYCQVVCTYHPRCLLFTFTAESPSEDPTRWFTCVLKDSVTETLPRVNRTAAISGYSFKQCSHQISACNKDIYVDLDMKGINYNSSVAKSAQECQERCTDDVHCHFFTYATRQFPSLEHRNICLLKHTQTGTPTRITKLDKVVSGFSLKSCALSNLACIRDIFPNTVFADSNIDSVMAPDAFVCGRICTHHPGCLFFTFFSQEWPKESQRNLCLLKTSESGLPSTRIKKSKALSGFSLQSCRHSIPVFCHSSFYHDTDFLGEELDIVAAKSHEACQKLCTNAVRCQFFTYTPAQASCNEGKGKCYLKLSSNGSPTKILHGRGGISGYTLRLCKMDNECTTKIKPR
Target sequence (P03951 388-625 limits assumed): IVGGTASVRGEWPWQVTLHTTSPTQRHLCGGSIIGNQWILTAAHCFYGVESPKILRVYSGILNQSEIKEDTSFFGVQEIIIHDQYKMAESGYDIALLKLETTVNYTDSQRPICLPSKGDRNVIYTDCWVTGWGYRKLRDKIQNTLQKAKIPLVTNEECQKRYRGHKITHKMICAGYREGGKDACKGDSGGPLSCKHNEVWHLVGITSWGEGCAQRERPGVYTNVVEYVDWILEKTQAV
C1s inh: blocks human complement C1s protease activity; P09871; purified C1s, fluorogenic AMC substrate, pooled mixtures; mean inhibition % of two 10-compound mixtures (active compounds read high), % at 5 µM (by protocol); 62,000 tested, 0.16% active; AID 538;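 active = inhibition above 20% in each of the two 10-compound mixture wells holding the compound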;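 also: 0% = enzyme wells lacking compound mixture and 100% = no-enzyme blank wells; some compounds called inactive have numbers as strong as hits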
AP complement: orthogonal test for alternative complement pathway inhibitors; Human serum alternative complement pathway, LPS-coated ELISA, C3 deposition; tested in compound mixtures; inhibition, % at 5 µM; 62,000 tested, 0.08% active;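 active = inhibition above 30% in each of the two pooled mixtures holding the compound, so the lower value exceeds 30%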;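 also: 0% = serum in Mg-EGTA without compound and 100% = EDTA serum blank; some compounds past the cut are filed as inactive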
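Test system: human serum alternative complement pathway, C3 deposition on LPS-coated wells; also added: Plate-bound LPS; doses: 5 µM per compound in ten-compound mixtures; schedule: 1 h at 37 °C; detection: Anti-C3 ELISA, OD 450 nm; evaluation: percent inhibition of C3 deposition onto LPS; repeats: two pool placements per compound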
Starred values were filed as active, the others as inactive; · = not tested or not shown. Rule as the data show it, unless noted: active = inhibition above about 20% (passing the limit was not always enough); inactive = the rest. An excerpt (hit frequency here may not be typical).

SMILES	CatB mixtures	FXIIa mix inh	CatB block	CatS block	Cathepsin G inh	CatL block	FXIa inh mix	C1s inh	AP complement
O=C(Cn1ncc2c1-c1ccccc1OC2)Nc1ccc(S(=O)(=O)N2CCCCC2)cc1	1	0	1	-1	0	1	6	5	3
Cn1c(CNC(=O)Nc2ccccc2)nnc1SCc1ccccc1	5	6	-2	14	1	11	5	1	4
O/N=C1\CCC\C1=C/c1ccco1	3	4	-6	-4	-2	-3	5	-15	15
COC(=O)c1nc(NC(=O)C(C)C)n[nH]1	-2	4	-3	10	2	7	1	2	0
COCCCNC(=O)CCc1nc2cccnc2n1Cc1ccc(OC)cc1	4	-19	6	-6	12	-6	4	9	12
O=c1[nH]c2ccsc2c(=O)n1-c1ccc(F)c(Cl)c1	3	5	-4	8	0	15	10	3	2
Cc1ccc2c(c1)N(Cc1ccccn1)C(=O)C(C)O2 (centres undefined)	3	-8	-4	-2	0	·	7	-29	15
COc1cc(=O)[nH]c(=O)n1C(=O)Cc1ccccc1	3	9	2	8	9	22	2	13	10
Cc1c(NS(=O)(=O)c2cccs2)c(=O)n(-c2ccccc2)n1C	1	4	0	1	-12	2	1	-24	-5
CCOC(=O)c1[nH]c(C)c(C(=O)N(CC)CC)c1C	1	2	0	-1	0	·	2	-8	5
COC(=O)c1[nH]c2ccc(C)cc2c1NC(=O)CN1CCCc2ccccc21	1	3	1	·	7	·	10	4	3
O=C(CCn1c(=O)sc2ccccc21)Nc1cccnc1	5	6	2	-2	-1	-7	-1	-28	10
COc1cc2c(cc1OC)CN(C(=O)c1ccc(OC)c(S(=O)(=O)N3CCOCC3)c1)CC2	-3	7	2	-2	-4	30	-18	-31	-4
CCOC(=O)N1CCN(C(=O)CS(=O)(=O)Cc2nc(-c3ccccc3C)oc2C)CC1	-1	12	0	-4	-1	·	5	-16	6
Cc1ccc(C)c(Cn2cnc3c(cnn3C(C)(C)C)c2=O)c1	1	-13	1	-4	-3	·	2	-7	4
NS(=O)(=O)c1ccc(CNC(=O)NC23CC4CC(CC(C4)C2)C3)cc1	3	-4	-4	20	0	-2	-2	3	10
O=C(Cn1[nH]c(=O)c2ccccc2c1=O)Nc1ccc2c(c1)CCC2	-1	2	2	-4	5	3	-3	-19	9
O=C(CSc1nnc(-c2ccccc2)o1)c1nnc(-c2ccccc2)o1	0	0	-2	-11	-2	10	-2	-9	0
O=C1c2ccccc2C(Nc2cccnc2)N1Cc1ccccc1Cl (centres undefined)	1	5	5	26	8	12	4	13	-2
CCSc1nc2c(c(=O)[nH]1)C(c1cccnc1)C(C(=O)OC(C)C)=C(C)N2 (centres undefined)	6	10	-2	1	5	3	7	10	14
COc1ccc(C)cc1NC(=O)CN1CCN(S(=O)(=O)c2ccc(Br)cc2)CC1	6	1	3	18	13	8	10	11	-2
CCOC(=O)C1=C(C)NC(C)=C(C(=O)OCC)C1C(=O)OCC(=O)N1CCC(C)CC1	5	1	3	-1	13	-6	1	16	2
CC(C)COC(=O)n1c(=O)oc2cc(S(=O)(=O)N3CCCCC3)ccc21	-2	-17	-3	-4	0	-6	2	1	12
CN1CCN(S(=O)(=O)c2ccc(N)cc2)CC1	3	3	4	14	6	2	1	-8	-3

Some of the entries above in another layout:
| molecule | CatB mixtures | FXIIa mix inh | CatB block | CatS block | Cathepsin G inh | CatL block | FXIa inh mix | C1s inh | AP complement |
| --- | --- | --- | --- | --- | --- | --- | --- | --- | --- |
| CCOC(=O)N1CCN(C(=O)CS(=O)(=O)Cc2nc(-c3ccccc3C)oc2C)CC1 | -1 | 12 | 0 | -4 | -1 | · | 5 | -16 | 6 |
| O=C1c2ccccc2C(Nc2cccnc2)N1Cc1ccccc1Cl (centres undefined) | 1 | 5 | 5 | 26 | 8 | 12 | 4 | 13 | -2 |
| O=C(CSc1nnc(-c2ccccc2)o1)c1nnc(-c2ccccc2)o1 | 0 | 0 | -2 | -11 | -2 | 10 | -2 | -9 | 0 |
| CN1CCN(S(=O)(=O)c2ccc(N)cc2)CC1 | 3 | 3 | 4 | 14 | 6 | 2 | 1 | -8 | -3 |

The list goes on.
SMILES	CatB mixtures	FXIIa mix inh	CatB block	CatS block	Cathepsin G inh	CatL block	FXIa inh mix	C1s inh	AP complement
COCCNC(=O)C1CCN(S(=O)(=O)N2CCC3(CC2)OCCO3)CC1	-3	3	-1	12	2	7	3	3	1
O=C(NCCCCNC(=O)C1CCCC1)C1CCCC1	2	9	-2	7	-1	4	1	3	-4
CN1CCC(OC(=O)COc2ccc(C(C)(C)C)cc2)CC1	2	5	2	0	11	7	4	9	9
Cc1ccc2[nH]c(=O)c(CN(Cc3ccc4c(c3)OCO4)Cc3nnnn3C3CCCC3)cc2c1	5	7	-4	4	1	0	7	1	11
O=C(NCc1cccnc1)C1CCN(S(=O)(=O)c2cccnc2)CC1	3	1	-6	6	0	15	5	-6	13
Cc1cc(C)cc(OCC(=O)NCc2nc(-c3ccccc3)no2)c1	2	7	0	9	12	2	8	-2	2
CC(C)C(=O)c1cn(CC(=O)NCC2CCCO2)c2ccccc12 (centres undefined)	6	-18	6	-1	0	6	4	1	-7
Cc1sc(NC(=O)CSc2nnc(-c3ccccc3)o2)c(C#N)c1C	5	4	2	-1	9	-2	4	5	13
CC(C)C(C(=O)Nc1ccc2c(c1)OCO2)N1C(=O)c2ccccc2C1=O (centres undefined)	4	3	-1	14	10	13	6	-4	0
Brc1ccc(-c2nn3c(-c4ccccn4)nnc3s2)o1	2	5	2	-12	9	-7	5	7	5
O=C(CC(C(=O)O)C1CCCO1)NCc1ccccc1 (centres undefined)	-6	4	2	1	6	1	-3	0	10
CC1CCCCC1NC(=O)CSc1nnc(COc2ccccc2Cl)o1 (centres undefined)	3	9	3	8	5	-8	-1	3	12
COc1cccc(-c2cn3nc4c(nc3n2)CCCC4)c1	12	8	2	31	3	-29	6	-9	9
CCOC(=O)C1CCN(S(=O)(=O)C(F)(F)c2nc3ccccc3s2)CC1	4	5	0	2	11	-1	4	11	13
NS(=O)(=O)c1cc2c(cc1Cl)NC(CSCc1ccccc1)=NS2(=O)=O	9	4	8	21	5	4	3	-1	7
N=c1c2c(-c3ccccc3)c(-c3ccccc3)n(Cc3ccco3)c2ncn1Cc1ccco1	1	18	6	4	7	·	8	8	4
COc1ccc(NC(=O)C2C3C=CC4(CN(Cc5cccnc5)C(=O)C24)O3)c(OC)c1 (centres undefined)	2	10	1	1	9	14	-3	-5	8
O=C(NCC1CCCO1)c1csc2c1CCCCC2 (centres undefined)	1	6	1	-2	0	1	-3	3	-9
CC1CCc2c(C(=O)NCC3CCCO3)csc2C1 (centres undefined)	3	8	-1	-2	11	-9	2	13	7
CC(C)C(c1nnnn1Cc1ccco1)N1CCN(c2nc3ccccc3s2)CC1 (centres undefined)	7	-43	2	-6	9	2	7	13	17
O=c1/c(=C/c2ccccn2)sc2nc3ccccc3n12	2	-2	1	-1	8	-4	7	15	4
O=C(C1CCCCC1)N1CCN(S(=O)(=O)c2ccc(Br)cc2)CC1	4	2	2	0	9	11	7	8	6
CCOC(=O)c1sc(NC(=O)c2cccs2)cc1C	-13	-15	-2	-26	-16	-23	-30	-39	20
CCc1cc2c(cc3c(=O)n(CC(=O)N4CCN(c5ccccn5)CC4)nc(CC)n32)s1	0	2	0	1	12	13	2	15	9
Cc1c(NC(=O)CCN2C(=O)c3ccccc3C2=O)c(=O)n(-c2ccccc2)n1C	11	1	1	14	-9	9	7	-3	-13
Cc1ccc(Cc2nc(-c3cccc(C)c3)no2)cc1	37	1	-7	-3	18	-1	32	21	12
O=C(Nc1ccc(F)c(F)c1)c1ccc(F)c(S(=O)(=O)N2CCOCC2)c1	7	-17	2	-11	3	·	4	6	9
Cc1csc(C(C#N)C(=O)c2ccc(S(=O)(=O)N3CCCC3)cc2)n1 (centres undefined)	2	9	3	2	5	24	-5	-34	10
Cc1cc(C)n(C(=O)CN2C(=O)c3ccccc3C2=O)n1	3	6	5	4	14	7	8	18	8
NC(=O)CSc1nnc(-c2ccc(O)cc2)n1Cc1ccco1	5	7	0	9	9	10	12	12	10
COC(=O)c1ccccc1NC(=O)CC#N	2	2	3	-1	-5	-13	4	-1	3
C=CCN1CC(c2nc3ccccc3n2Cc2ccccc2)CC1=O (centres undefined)	2	-3	4	3	13	20	4	16	-15
Cc1ccc(CN2C(=O)CCC2C(=O)NCc2ccc(F)cc2)cc1 (centres undefined)	5	4	-1	-3	10	-2	6	10	16
C/C(Cl)=C/Cn1c(SCC(C)C)nc2c1c(=O)[nH]c(=O)n2C	2	5	3	7	-6	6	3	-1	-3
Cc1cc(=O)c2n(Cc3ccc(Cl)cc3)nc[n+]2[nH]1	19	1	11	-3	-13	-8	3	-20	-2
CC(=O)Nc1ccc(NC(=O)CSc2nnc(C3CC3)n2C)cc1	1	8	-1	-9	12	10	8	-5	9
CCCN1C(=O)c2cc(C(=O)NCCc3cccc(C)c3)ccc2C1O (centres undefined)	5	13	10	12	-11	14	4	-6	-3
CC(=O)N1c2c(cc(Br)cc2S(=O)(=O)NCC2COc3ccccc3O2)CC1C (centres undefined)	8	3	-3	5	2	3	9	1	14
COC(=O)CC(=O)CSc1nc(C)cc(C)c1C#N	6	2	6	11	-5	-5	-1	-3	-4
CCS(=O)(=O)N1CCC(C(=O)N2CCN(c3ccccc3)CC2)CC1	2	6	5	9	-2	2	4	-18	5
Cc1ccc(-n2nnnc2SCc2nnc(-c3ccccc3Br)o2)cc1	4	-2	2	-2	8	-1	6	9	-1
CC1CCc2nn(CC(=O)Nc3c(F)cc(F)cc3Br)cc2C1 (centres undefined)	2	0	-1	-7	11	-9	8	8	24
Cc1ccc(N)cc1-n1c(C)ccc1C	-1	5	4	4	6	10	-1	2	-14
N#C/C(=C\C1CC=CCC1)c1nc2ccccc2[nH]1 (centres undefined)	-7	-16	2	2	8	-1	0	1	3
COc1ccc(C2CCN(Cc3cccnc3)CC2O)cc1 (centres undefined)	-5	3	4	9	1	11	1	-50	4
C=CCn1c(=O)/c(=C\c2ccsc2)s/c1=C(/C#N)C(=O)NCCN1CCOCC1	7	39	7	18	-8	0	8	-48	-10
COc1cc2c(cc1OC)C(C(=O)NCc1ccco1)C(c1cccs1)N(C)C2=O (centres undefined)	1	-3	3	-4	6	3	-3	1	13
CC(C)c1nnc(NC(=O)CC(=O)Nc2ccccc2C(=O)O)s1	1	-4	8	26	-11	10	-8	-27	-10
COc1ccccc1N1CCN(C(=O)C2CCN(S(=O)(=O)c3ccccc3)CC2)CC1	-1	-3	-3	-4	1	-2	0	-15	16
O=C(CN1C(=O)NC(Cc2ccccc2)C1=O)Nc1ccc(F)cc1 (centres undefined)	5	13	4	4	12	15	3	9	3
COc1cccc(Oc2coc3c(CN4CCOCC4)c(O)ccc3c2=O)c1	-2	1	3	-11	-3	-248	0	-39	0
CN(CC(=O)N1CCc2ccccc21)S(=O)(=O)c1ccc(Br)s1	3	3	5	12	-8	13	3	-4	-7
Cc1cc(C)n2nc(SCC(=O)N(C)c3ccccc3)nc2n1	3	8	0	-3	4	31	6	-9	13
OC(C#CCN1CCOCC1)(c1ccccc1)C1CC1 (centres undefined)	11	-3	9	20	-10	0	2	-27	-10
CCN1CCN(CCCNC(=O)C2c3ccccc3C(=O)N(C)C2c2ccc(OC)cc2)CC1 (centres undefined)	-8	-4	2	-4	7	-4	1	-1	18
Cc1ccc(C)c(N2CCN(c3ncnc4c3cnn4-c3ccccc3)CC2)c1	3	1	0	0	10	2	2	-5	9
O=C(NCC1CCCO1)c1cccc(-n2cnnn2)c1 (centres undefined)	-5	2	-1	-8	-19	4	-10	-41	-17
